# High-throughput results from PubChem BioAssay.
# KLF5 inh = KLF5 expression inhibitors, primary screen, DLD-1 cells, luminescence. DLD-1 KLF5 promoter-luciferase reporter. inhibition, % at 5 µM. 0.23% of 290,000 active;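 active = inhibition above a per-plate limit of that plate's mean compound inhibition plus 3 SD, cut at about 60% in these data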;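 also: 0% = DMSO wells and 100% = LY294002 at 200 µM; higher means less KLF5 promoter-driven luciferase light; inactives centre near -14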
# TRPC6 inh = mouse TRPC6 channel inhibitors, primary screen, cell-based, HEK293, membrane potential dye. ACh-evoked depolarization; hits give low values. B-score at 10 µM. Short transient receptor potential channel 6 (Mus musculus), Q61143. 1.1% of 310,000 active;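 active = B-score under library mean minus 3 SD, initial fluorescence not abnormally high, positive integrated signal ratio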;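 also: B-score derived from integrated fluorescence ratio over the kinetic read; more negative B-score means stronger inhibition of depolarization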
# IEC-6 tox = cytotoxicity in IEC-6 intestinal epithelial cells, primary screen, cytotoxicity control for KLF5 inhibitor project, cell-based, luminescence | inhibition, % at 5 µM | 0.78% of 290,000 active | AID 1825, 2009 | IEC-6 cytotoxicity, luminescence viability; in the data active = inhibition above about 22%;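 also: 0% = plate median of test compound wells and 100% = cytotoxic reference compound wells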
# TRPC6 activator = mouse TRPC6 channel activators, primary screen, cell-based, HEK293, membrane potential dye | Short transient receptor potential channel 6 (Mus musculus), Q61143 | HEK293-TRPC6 membrane potential dye fluorescence; hits give high values | B-score at 10 µM | 0.13% of 310,000 active | AID 2550, 2010;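 active = B-score of the integrated fluorescence ratio above library mean plus 3 SD, and starting fluorescence ratio within library mean plus 5 SD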;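 also: higher score means more depolarization so channel activation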
# MrgX1 antagonist = antagonists of human MrgX1 receptor, primary screen, HEK293 cells, Fluo-4 calcium flux; Mas-related G-protein coupled receptor member X1 (Homo sapiens), Q96LB2; BAM8-22 antagonism; hits give low values; B-score at 10 µM; 1.3% of 310,000 active;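 active = calcium-response B-score plate-corrected more than 3 library SD below zero, starting fluorescence within 5 deviations, no agonist response on first addition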;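 also: peak minus trough fluorescence over baseline after final BAM8-22 challenge near maximal dose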
# TRPC4 act = activators of mouse TRPC4 channel, primary screen, Fluo4 calcium, HEK293 TRPC4beta/mu-opioid cells; Fluo4 calcium fluorescence; hits give high values; Short transient receptor potential channel 4 (Mus musculus), Q9QUQ5; 0.49% of 310,000 active; B-score at 10 µM;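 active = B-score above 5 SD of library B-scores, and initial fluorescence ratio not above library mean plus 5 SD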;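 also: positive B-score marks a calcium rise read as TRPC4 activation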
# Target sequence (Q9QUQ5 whole entry, looked up): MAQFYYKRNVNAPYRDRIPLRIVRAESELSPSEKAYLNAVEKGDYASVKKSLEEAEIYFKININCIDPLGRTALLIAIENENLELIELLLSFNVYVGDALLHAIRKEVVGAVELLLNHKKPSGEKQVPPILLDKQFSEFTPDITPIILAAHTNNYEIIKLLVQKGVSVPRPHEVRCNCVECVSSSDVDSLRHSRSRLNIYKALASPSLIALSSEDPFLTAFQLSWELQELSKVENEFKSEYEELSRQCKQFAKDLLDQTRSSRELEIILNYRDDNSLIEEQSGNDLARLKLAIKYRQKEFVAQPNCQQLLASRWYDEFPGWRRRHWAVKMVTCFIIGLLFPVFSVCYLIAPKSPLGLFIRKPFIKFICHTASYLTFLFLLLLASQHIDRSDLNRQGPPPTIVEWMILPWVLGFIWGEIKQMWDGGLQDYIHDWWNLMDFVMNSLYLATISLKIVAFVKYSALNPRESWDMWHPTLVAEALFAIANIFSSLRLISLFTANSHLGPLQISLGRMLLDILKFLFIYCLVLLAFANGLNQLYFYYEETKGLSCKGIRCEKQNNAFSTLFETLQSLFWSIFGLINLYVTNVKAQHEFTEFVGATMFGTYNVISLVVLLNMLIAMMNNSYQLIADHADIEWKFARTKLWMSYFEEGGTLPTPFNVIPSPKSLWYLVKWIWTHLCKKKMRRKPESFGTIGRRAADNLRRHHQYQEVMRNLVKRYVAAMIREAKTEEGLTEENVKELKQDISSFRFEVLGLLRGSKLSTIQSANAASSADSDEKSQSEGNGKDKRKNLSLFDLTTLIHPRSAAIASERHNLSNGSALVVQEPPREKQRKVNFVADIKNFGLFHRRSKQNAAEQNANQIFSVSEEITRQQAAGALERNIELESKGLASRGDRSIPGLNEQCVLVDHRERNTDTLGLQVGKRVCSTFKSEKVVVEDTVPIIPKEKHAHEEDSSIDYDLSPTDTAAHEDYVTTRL
#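 System: HEK293 cells stably co-expressing mouse TRPC4beta and mu-opioid receptor; Schedule: Fluo4 dye loading 45 min at room temperature, 110 s recording; Detection: Fluo4 fluorescence, kinetic; Evaluation: B-scored integrated calcium fluorescence ratio; Controls: buffer (low) and maximal DAMGO (high).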
# HIF act = HIF pathway transcriptional activators, primary screen, cell-based, U2OS HRE-luciferase, luminescence; U2OS HRE-luciferase reporter; normalized: DMSO 0%, desferrioxamine 100%; activation, % at 7.5 µM (by protocol); 0.32% of 300,000 active; AID 1910, 2009;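 active = mean activation of at least 10% of the iron chelator positive control signal, with at least half of replicates also reaching 10%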
# SKKanGAS inh = S. pyogenes SKKanGAS growth inhibitors in kanamycin, primary screen, streptokinase expression inhibitor project, SKKanGAS strain, BacTiter-Glo luminescence. 6 h. inhibition, % at 7.5 µM. 1.3% of 300,000 active. AID 1662, 2009;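 active = mean replicate score, as percent of positive control median, at least 50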;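 also: strain carries kanamycin resistance gene driven by streptokinase promoter and grows in 40 µg/ml kanamycin; loss of luminescence reflects streptokinase promoter inhibition or plain growth inhibition; 0% = median of DMSO wells and 100% = positive control at its reference dose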
# TRPC4 potent = positive allosteric modulators of TRPC4, primary screen, cell-based, mouse TRPC4beta, HEK293 mu-opioid, Fluo-4 calcium | B-score at 10 µM | Short transient receptor potential channel 4 (Mus musculus), Q9QUQ5 | AID 2227, 2009 | 0.42% of 310,000 active | DAMGO EC20, Fluo-4 Ca2+ flux; hits give high values;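 active = B-score of calcium response area above 5 SD of library B-scores, with initial fluorescence ratio within 5 SD of library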;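 also: B-score of integrated fluorescence ratio over time as area under calcium response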
# aSyn 5UTR inh = MLPCN primary screen, SNCA 5' untranslated region. alpha-synuclein 5'UTR reporter, inhibitor activity. inhibition, % (tested at 7.5 µM). 0.82% of 300,000 active. AID 1813, 2009; in the data active = inhibition above about 60%;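 also: H4 neuroglioblastoma cells stably carrying SNCA 5'UTR luciferase fusion; 0% = DMSO wells and 100% = positive control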
# TRPC4 inh = inhibitors of mouse TRPC4 channel, primary screen, Fluo4 calcium, HEK293 TRPC4beta/mu-opioid cells | Short transient receptor potential channel 4 (Mus musculus), Q9QUQ5 | DAMGO-evoked Fluo4 calcium flux; hits give low values | B-score at 10 µM | 0.39% of 300,000 active | AID 2247, 2010;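 active = B-score over 3 SD under the library average, no early fluorescence shift, positive overall ratio signal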
#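 material = TRPC4beta/mu-opioid receptor HEK293 cell line | probe or stimulus = sequential submaximal and maximal DAMGO stimulation | compound dosing = one concentration per compound | measured by = Fluo4 Ca2+ flux fluorescence | evaluation = integrated fluorescence ratio relative to baseline, converted to per-well B score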
# * marks the source's active call; other numbers are inactive results; i = inactive; / = no result given. Compounds were not picked by outcome; 5.8% or so of the library scored in one or more.
molecule	TRPC6 activator	KLF5 inh	MrgX1 antagonist	IEC-6 tox	TRPC4 potent	aSyn 5UTR inh	SKKanGAS inh	TRPC6 inh	TRPC4 inh	TRPC4 act	HIF act
COc1ccc(-n2c(C)nnc2SCC(=O)N2C(C)CCCC2C)cc1 (stereo not drawn)	i	-33.7	i	-4.4	i	-29.6	4.2	i	i	i	-0.1
CS(=O)(=O)c1ccc(C(=O)N(CCc2ccccc2)Cc2ccccc2)cc1	i	-11.6	i	1.4	i	-7.3	3.7	i	i	i	0.7
CC(O)c1nc2c(c(=O)n(C)c(=O)n2C)n1C (stereo not drawn)	i	-16.3	i	1.3	i	2.7	-4.1	i	i	i	0.1
CCC1(C)Cc2nc3sc(C(=O)O)c(N)c3cc2CO1 (stereo not drawn)	i	-20.1	i	-5.8	i	-25.2	18.2	i	i	i	0.0
COc1cccc(C2CC(c3ccc(Cl)cc3Cl)Nc3nc(N)nn32)c1 (stereo not drawn)	i	-2.7	i	2.8	i	26.8	1.8	i	i	i	-0.5
O=C1CC(O)(c2ccccc2)C(c2ccccc2)=C1c1ccccc1 (stereo not drawn)	i	-4.8	i	4.1	i	6.1	5.1	i	i	i	-1.7
N#Cc1c(/N=C/N2CCCC2)oc(-c2ccccc2)c1-c1ccccc1	i	9.3	i	-1.0	i	-5.6	-5.5	i	i	i	0.0
C=CCNc1nc(C(=O)OCC(=O)c2ccc(C)c([N+](=O)[O-])c2)cs1	i	-2.6	i	-5.8	i	-14.2	6.4	i	i	i	0.2
C=CCNC(=O)c1cc2c(=O)n3ccccc3nc2s1	i	-121.9	i	-5.0	i	-218.5	3.2	i	i	i	2.1
CC1CCc2c(C(=O)NCC3CCCO3)csc2C1 (stereo not drawn)	i	-50.0	i	3.0	i	-41.5	5.1	i	i	i	0.9
Cn1c(=O)n(CC#N)c2ccccc21	i	-0.9	i	2.3	i	-29.6	1.5	i	i	i	0.2
CN(C)c1ccc(CNC23CN4CN(CN(C4)C2)C3)cc1	i	-12.2	i	-1.3	i	-16.6	1.4	i	i	i	-1.5
O=S1(=O)CCN(Cc2csc(-c3cccs3)n2)CC1	i	-55.3	i	3.6	i	21.4	4.2	i	i	i	0.5
O=C(NCc1nc2ccccc2[nH]1)C1=C[C@H](C2CC2)C[C@H](OCc2ccc(CO)cc2)O1	i	/	i	/	i	14.4	-2.6	i	i	i	-0.8
CCc1cc(=O)oc2cc(C)cc(OC(=O)c3ccco3)c12	i	-0.4	i	-5.0	i	26.3	6.0	i	i	i	0.3
O=S(=O)(NCC1CCCO1)c1ccc(S(=O)(=O)N(Cc2ccccn2)C2CC2)cc1 (stereo not drawn)	i	-0.7	i	4.3	i	29.5	-6.4	i	i	i	-0.3
CCCSc1nnc(-c2cccc(S(=O)(=O)N(C)C)c2)n1-c1cc(OC)ccc1OC	i	-27.3	i	-4.9	i	6.2	-0.2	i	i	i	-0.7
COC(CNC(=O)c1c[nH]c2ccc(S(=O)(=O)N(C)c3ccc(F)cc3)cc2c1=O)OC	i	-27.4	i	-2.9	i	15.0	-2.7	i	i	i	0.3
COc1ccccc1NC(=O)/C=C/C(N)=O	i	5.0	i	1.0	i	15.1	-3.8	i	i	i	-0.4
COc1ccc(/C=N/S(=O)(=O)c2cccs2)cc1	i	-50.2	i	-5.2	i	-22.8	-4.9	i	i	i	0.0
CSc1nc2sc3c(c2c(=O)[nH]1)CCC(C)C3 (stereo not drawn)	i	12.8	i	-0.4	i	-150.8	-3.8	i	i	i	/
O=C(CCc1nnc(C2CCCCC2)o1)NCCCOc1cccnc1	i	-3.6	i	0.5	i	4.2	0.2	i	i	i	0.1
COc1ccc(OCC(=O)NNC(=S)NC(=O)C2CC2)cc1	i	-8.4	i	7.1	i	7.6	63.2*	i	i	i	-0.4
O=C(Cc1cccc2ccccc12)Nc1ccc(Br)cc1C(=O)O	i	9.1	-6.3*	25.3*	i	18.3	-25.0	i	-7*	i	-0.6
O=c1[nH]c(/C=C/c2ccccc2Cl)nc2ccccc12	i	-49.9	i	39.4*	i	-264.5	1.3	i	i	i	4.0
O=C1NC2(CCCCC2)C(=O)N1CCS(=O)(=O)Oc1ccc(Br)cc1	i	5.3	i	3.2	i	-15.4	6.0	i	i	i	-0.3
COc1ccc(OC)c(NC2=C(Cl)C(=O)N(Cc3ccccc3)C2=O)c1	i	-5.6	i	-3.5	i	-20.0	13.3	i	i	i	-0.3
O=C(NC1CCCc2ccccc21)c1ccc(CNc2c(N3CCOCC3)c(=O)c2=O)cc1 (stereo not drawn)	i	-18.9	i	2.8	i	-9.5	0.5	i	i	i	0.0
CN(C)CCOC(=O)NC12CC3CC(CC(C3)C1)C2	i	9.2	i	-6.8	i	-4.5	-5.3	i	i	i	-0.1
O=C(Nc1nnc(-c2ccco2)o1)c1ccc(S(=O)(=O)N2CCOCC2)cc1	i	-26.7	i	-7.7	i	-1.7	1.4	i	i	i	-0.3

# Results in KLF5 inh and TRPC4 act, for some of the entries so far:
Molecule	KLF5 inh	TRPC4 act
CCc1cc(=O)oc2cc(C)cc(OC(=O)c3ccco3)c12	-0.4	i
O=S(=O)(NCC1CCCO1)c1ccc(S(=O)(=O)N(Cc2ccccn2)C2CC2)cc1 (stereo not drawn)	-0.7	i
C=CCNC(=O)c1cc2c(=O)n3ccccc3nc2s1	-121.9	i
C=CCNc1nc(C(=O)OCC(=O)c2ccc(C)c([N+](=O)[O-])c2)cs1	-2.6	i

# More compounds.
molecule	TRPC6 activator	KLF5 inh	MrgX1 antagonist	IEC-6 tox	TRPC4 potent	aSyn 5UTR inh	SKKanGAS inh	TRPC6 inh	TRPC4 inh	TRPC4 act	HIF act
COc1ccc(C(=O)CN2CCN(c3ccc(F)cc3)CC2)cc1OC	i	-13.4	i	2.9	i	-2.9	4.3	i	i	i	0.2
O=C(NC(=S)Nc1cccc2ncccc12)c1ccccc1	i	-18.2	i	-4.7	i	8.4	-0.2	i	i	i	-0.4
Cc1ccc(S(=O)(=O)NNC(=O)c2cnn(-c3ccc(Cl)cc3)c2C(F)(F)F)cc1	i	14.7	i	-6.2	i	1.5	-2.2	i	i	i	-0.2
CCC1CCCCN1C(=O)CCc1nnc(Cc2c[nH]c3ccccc23)o1 (stereo not drawn)	i	-28.4	i	-4.9	i	-15.7	-4.7	i	i	i	0.0
O=C(COc1ccccc1Cl)Nc1ccccc1C(=O)NC1CC1	i	/	i	/	i	8.1	14.3	i	i	i	1.7
C=C(C)C1Cc2cc3ccc(=O)oc3cc2O1 (stereo not drawn)	i	-87.1	i	-1.5	i	-65.1	0.8	i	i	i	1.3
CCC(CC)C(=O)N=C1SC2CS(=O)(=O)CC2N1CCc1ccc(OC)cc1 (stereo not drawn)	i	-17.3	i	-0.8	i	3.4	-6.2	i	i	i	-0.1
CN(C)c1ccc(S(=O)(=O)NCC(=O)OCC(=O)Nc2cccc(Cl)c2)cc1[N+](=O)[O-]	i	7.1	i	1.9	i	-0.1	-9.9	i	i	i	-0.4
CCc1ccc(-c2cc(C)no2)cc1S(=O)(=O)Nc1ccc(C)cn1	i	2.9	i	2.5	i	4.7	-5.5	i	i	i	0.0
Cc1ccc(-n2ncc(C(=O)Nc3cc(Cl)ccc3C)c2C2CCNCC2)cc1C	i	19.0	i	1.0	i	17.2	-1.6	i	i	i	0.3
O=C(Cn1cc(C(=O)C2CC2)c2ccccc21)NCC1CCCO1 (stereo not drawn)	i	7.4	i	0.4	i	15.0	-4.3	i	i	i	-0.5
Fc1ccc(-n2nnnc2-c2ccccc2Cl)cc1	i	-24.6	i	-5.6	i	-13.6	-4.0	i	i	i	0.1
COC(=O)c1ccc(NC(c2ccc(Cl)cc2)P(=O)(OC)OC)cc1 (stereo not drawn)	i	-1.1	i	-0.8	i	-21.8	-8.5	i	i	i	1.0
COc1cc(CNCCc2ccc(F)cc2)ccc1OCc1ccc(Cl)nc1	i	-40.2	i	12.0	i	4.4	-4.5	i	-6*	i	-0.2
Cc1cc(-c2csc(N)n2)c(C)n1Cc1ccccc1	i	-6.5	i	-2.1	i	1.7	2.2	i	i	i	-1.2
Cc1cccc(NC(=S)NNC(=S)NC2CCCCC2)c1C	i	-19.6	i	4.5	i	-11.1	-6.3	i	i	i	0.6
O=C(Cc1cccs1)Nc1ccc(S(=O)(=O)N2CCCC2)cc1	i	-13.2	i	1.7	i	-9.0	4.8	i	i	i	0.5
FC(F)(F)c1ccc(Cl)c(NC(=S)NC2CC2)c1	i	-10.2	i	7.2	i	0.8	3.0	i	i	i	-1.6
O=C(c1sc2cc(Cl)ccc2c1Cl)N1CCN(CCc2ccccn2)CC1	i	7.4	i	3.2	i	3.6	-3.5	i	i	i	0.4
CC1=C/C(=N\NC(=S)NCc2ccccc2)CC1	i	6.2	i	2.1	i	-7.3	6.0	i	i	i	2.0
Clc1cccc(-c2ccc(/C=N/n3cnnc3)o2)c1Cl	i	-21.9	i	2.0	i	26.3	0.7	i	i	i	0.0
CCOC(=O)CCCNC(=O)CN1C(=O)NC2(CCCCCC2)C1=O	i	-27.5	i	1.5	i	8.1	-4.2	i	i	i	-0.4
COc1ccc(N2C(=O)C(Cl)=C(Nc3ccccc3O)C2=O)cc1	i	-96.9	i	-7.1	i	-61.4	-0.7	i	i	i	1.0

# Given with values under each structure: entries from further up
# Order of results – TRPC6 activator	KLF5 inh	MrgX1 antagonist	IEC-6 tox	TRPC4 potent	aSyn 5UTR inh	SKKanGAS inh	TRPC6 inh	TRPC4 inh	TRPC4 act	HIF act
CCC1CCCCN1C(=O)CCc1nnc(Cc2c[nH]c3ccccc23)o1 (stereo not drawn)
  i	-28.4	i	-4.9	i	-15.7	-4.7	i	i	i	0.0
O=C(COc1ccccc1Cl)Nc1ccccc1C(=O)NC1CC1
  i	/	i	/	i	8.1	14.3	i	i	i	1.7
